# Assay outcomes deposited in PubChem BioAssay by National Center for Advancing Translational Sciences (NCATS).
# pAkt inh = Akt phosphorylation inhibition; Neuro2A IGF-stimulated pAkt S473 HTRF, 20 min; active compounds read low; 360,000 compounds, 0.32% hits; AID 651550; activity change, % for hits at 50 µM; in the data active means activity change below about -80%; inconclusive means mostly about -51% to -80%; further: on the % scale 0 is the no-effect control and ±100 the full control effect
#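 Neuro2A cells in DMEM with 0.5% FBS, overnight at 37 deg C, given compound at single 50 µM final, then IGF (6 nM final) for 20 min at 37 deg C. Lysed; phospho-Akt Ser473 by HTRF after 24 h, 665/615 ratio.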
# MmCpn inh = M. maripaludis TRiC chaperonin inhibition; 330,000 compounds, 0.031% hits; AID 504842; Potency, µM (highest dose often 76.9 µM), without a hit: top-dose activity, negative = inhibition, hits mostly inhibitors; purified Mm-Cpn ATPase, ADP Transcreener TR-FRET; further: potency means the concentration at half of the fitted maximal effect; on the % scale 0 is the no-effect control and ±100 the full control effect; nearly all actives have a fitted effect of over 80% in size
#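 Reaction buffer contained 30 mM Tris pH 7.4, 100 mM KCl, 5 mM MgCl2 and 1 mM DTT. Mm-CPN (25 nM final) hydrolysed 10 uM ATP over 30 min at 37°C; ADP was read by HTRF.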
# Nrf2 block = blocks Nrf2 signaling. A549 ARE-Fluc reporter, luciferase luminescence, 18-24 h. Potency, µM (top dose mostly 46 µM), without a hit: at the top dose activity change, negative = inhibition, hits mostly inhibitors. 360,000 compounds, 2.1% hits; further: potency means the concentration at half of the fitted maximal effect; on the % scale 0 is the no-effect control and ±100 the full control effect; nearly all actives have a fitted effect of over 60% in size
#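 Reporter: ARE-Fluc in A549. Exposure: 18-24 h, 37 °C, 5% CO2, 5% FBS OPTI-MEM. Readouts: fluorescent cytotoxicity (CellTiter-Fluor), then luminescent Nrf2 signal after BugLite.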
# Nrf2 ARE act = activates Nrf2 signaling | AREc32 ARE-luciferase reporter (MCF7-derived line), luminescence, 24 h | Potency, µM (titrated, usually from 46.1 µM), for inactives: at the highest dose activation, usual class: activators | 410,000 compounds, 0.31% hits | AID 624171; further: potency means the concentration at half of the fitted maximal effect; % of control where 0% means no effect; nearly all actives have a fitted effect of over 65% in size
#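 AREc32 cells carrying an ARE-driven firefly luciferase reporter were seeded at 1000 cells/well in OPTI-MEM with 5% FBS, then exposed to compound for 24 hr at 37 deg C. Luminescence was read with Steady-Glo after 30 min at RT.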
# A549 tox = counter-screen for Nrf2 inhibitors: cytotoxicity in A549 cells. Potency, µM (titrated, usually from 46 µM), without a hit: at the highest dose activity change, negative = cytotoxicity, usual class: inhibitors. A549 ARE-Fluc cells, CellTiter-Fluor viability, 18-24 h. 390,000 compounds, 0.16% hits. AID 504648; further: potency means the concentration at half of the fitted maximal effect; on the % scale 0 is the no-effect control and ±100 the full control effect
#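 Cytotoxicity counterscreen: CellTiter-Fluor fluorescence was measured in A549 ARE_Fluc cells after 18-24 h of compound exposure in a concentration series. The subsequent BugLite luminescent read reports ARE-luciferase activity.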
# EPAC2 ag = agonists of human EPAC2 (RAPGEF4) | EPAC2 activation, biochemical qHTS; response scale: 100% = 6.5 mM cAMP response | 360,000 compounds, 0.079% hits | Potency, µM (series often up to 154 µM), for inactives: top-dose activation, usual class: activators | Q8WZA2 | AID 720711; further: potency means the concentration at half of the fitted maximal effect; nearly all actives have a fitted effect of over 50% in size
# Target sequence (Q8WZA2 whole entry, looked up): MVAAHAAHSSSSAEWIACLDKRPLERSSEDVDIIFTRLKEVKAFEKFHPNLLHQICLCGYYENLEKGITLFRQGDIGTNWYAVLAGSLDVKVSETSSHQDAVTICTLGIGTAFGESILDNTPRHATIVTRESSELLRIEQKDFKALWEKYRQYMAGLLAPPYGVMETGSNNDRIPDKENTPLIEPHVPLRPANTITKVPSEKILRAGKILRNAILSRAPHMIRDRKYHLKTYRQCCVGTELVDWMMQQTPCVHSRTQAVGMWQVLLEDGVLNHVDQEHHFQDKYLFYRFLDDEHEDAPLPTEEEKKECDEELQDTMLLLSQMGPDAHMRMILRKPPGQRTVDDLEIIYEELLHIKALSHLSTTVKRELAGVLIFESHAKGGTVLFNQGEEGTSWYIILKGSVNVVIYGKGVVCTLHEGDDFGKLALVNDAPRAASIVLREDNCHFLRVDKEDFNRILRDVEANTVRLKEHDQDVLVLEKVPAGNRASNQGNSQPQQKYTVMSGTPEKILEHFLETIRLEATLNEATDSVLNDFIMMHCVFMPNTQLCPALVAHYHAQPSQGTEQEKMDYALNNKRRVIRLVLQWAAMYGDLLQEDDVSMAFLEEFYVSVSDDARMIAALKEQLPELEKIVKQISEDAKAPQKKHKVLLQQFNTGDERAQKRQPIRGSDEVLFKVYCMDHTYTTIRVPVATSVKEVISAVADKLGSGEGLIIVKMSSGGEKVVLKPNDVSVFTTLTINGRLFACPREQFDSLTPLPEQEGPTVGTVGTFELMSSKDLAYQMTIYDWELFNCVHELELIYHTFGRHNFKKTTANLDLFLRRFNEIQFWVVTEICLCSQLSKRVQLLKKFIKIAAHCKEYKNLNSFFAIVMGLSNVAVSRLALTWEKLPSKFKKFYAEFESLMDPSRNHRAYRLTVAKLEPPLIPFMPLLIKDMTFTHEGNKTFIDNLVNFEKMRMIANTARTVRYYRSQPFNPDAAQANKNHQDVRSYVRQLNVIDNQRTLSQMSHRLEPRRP
#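 Compounds were titrated in qHTS against a Rap1B-BODIPY-GDP (250 nM) complex with EPAC2 (100 nM) and GDP (50 uM). BODIPY-GDP release tracked at 480/540 nm over 30 min at room temperature, normalized to 6.5 mM cAMP.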
# CCT modulator = changes cytosolic chaperonin activity; 360,000 compounds, 0.3% hits; purified chaperonin ATPase assay, HTRF ADP detection, 30 min; activity change, % (no concentration beside the values), hits read low; in the data active means activity change below about -30%; further: on the % scale 0 is the no-effect control and ±100 the full control effect
#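 TRiC at 40 or 20 nM final (batch-dependent) in 30 mM Tris pH 7.4, 100 mM KCl, 5 mM MgCl2, 1 mM DTT, with compound at single 76 uM and 10 uM ATP, 30 min at 37 deg C. ADP detected by HTRF Transcreener, 665/615 ratio.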
# TGFb inhibitor = TGF-b pathway inhibition. Potency, µM (highest dose often 46.1 µM), without a hit: at the top dose activity, negative = inhibition, most hits filed as inhibitors. HepG2 CAGA-GFP TGF-b/SMAD3 reporter, GFP fluorescence, 18 h; TGF-beta stimulated, 500 pg/mL final. 410,000 compounds, 1.2% hits. AID 588855; further: potency means the concentration at half of the fitted maximal effect; on the % scale 0 is the no-effect control and ±100 the full control effect; nearly all actives have a fitted effect of over 65% in size
#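 GFP signal (ex488/em500-530) from TGF-beta-stimulated HEPG2 CAGA-GFP cells, 500 pg/mL final, 18 h at 37 degrees C in DMEM plus 1% FBS, normalized to unstimulated and DMSO-stimulated controls.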
# EPAC2 antagonist = blocks human EPAC2 exchange factor. EPAC2 GEF exchange of Rap1B-BODIPY-GDP, fluorescence. 360,000 compounds, 0.18% hits. Potency, µM (titrated, usually from 114 µM), for the others: top-dose activity, negative = inhibition, actives largely listed as inhibitors. Q8WZA2; further: potency means the concentration at half of the fitted maximal effect; on the % scale 0 is the no-effect control and ±100 the full control effect; nearly all actives have a fitted effect of over 45% in size; many of its hits are not listed in these tables
# * hit, by the source's call; i = inactive; ? = inconclusive; nt = not tested or not shown; & = joins results of further samples; [ ] = remark or other dose. Unless noted, the call rests on the fitted dose curve; in most records, active means well fitted curve in the direction sought with a large enough effect; inconclusive means small, poorly fitted or top-dose-only effect, or another doubt; inactive means no such curve, though single readings can be large; an effect the other way counts as inactive or inconclusive. These rows are one share of the data; rates above refer to the full screens.
SMILES | pAkt inh | MmCpn inh | Nrf2 block | Nrf2 ARE act | A549 tox | EPAC2 ag | CCT modulator | TGFb inhibitor | EPAC2 antagonist
NC(=O)[C@@H]1CC2(CC(c3cccc(NC(=O)COc4ccc(Cl)cc4)c3)=NO2)CN1C(=O)COc1ccc(Cl)cc1 (some centres undefined) | i | -8.0% | ? | -3.1% | -18.2% | 11.3% | 2.8 | ? | 10.9%
Cc1noc(C)c1NC(=O)Nc1cccc2c1O[C@H](CN(C)S(=O)(=O)c1ccc(F)cc1)[C@@H](C)CN([C@H](C)CO)C2=O | i | 0.9% | -3.2% | -1.1% | 2.1% | -2.4% | -1.0 | ? | -8.9%
Cc1cccc(NC(=O)Cn2cnc3c(oc4ccccc43)c2=O)c1 | i | 1.6% | 1.8% | 0.0% | 3.4% | 2.2% | -2.4 | -16.3% | -0.7%
CCCCn1c(SCC(N)=O)nnc1-c1ccco1 | i | -0.1% | 4.6% | 0.1% | -2.3% | 6.1% | 2.4 | 0.7% | 14.5%
CC1CC(C)CN(C(=O)C(C)N2CCN(S(=O)(=O)c3ccc(C(F)(F)F)cc3)CC2)C1 (centres undefined) | i | nt | 18.4µM* | 0.5% | ? | -7.5% | 2.9 | ? | -20.5%
CC(C)(CNC(=S)NCCc1ccccc1)CNC(=S)NCCc1ccccc1 | i | 4.3% | ? | -0.9% | ? | 15.0% | -1.7 | 15.8µM* | -7.9%
Cc1ccc(C(=O)O/N=C/C2=C(Cl)c3ccccc3CC2)cc1 | i | 0.2% | nt | -0.1% | 10.5% | 6.4% | 0.2 | -40.8% | 0.5%
CC[C@]12c3[nH]c4ccc(OC)cc4c3CCN1C(=O)C(CC(=O)NCCN1CCOCC1)C[C@@H]2C(=O)N1CCN(C(=O)C2CC2)CC1 (some centres undefined) | i | 3.3% | -0.9% | 0.2% | 8.6% | 10.0% | -0.3 | 6.3% | -5.0%
Cc1ccnc(SCC(=O)Nc2sc3c(c2C#N)CCCC3)n1 | i | 1.4% | 9.2µM* | 3.7% | -20.8% | 7.7% | -1.1 | 0.0% | 10.6%
CCOC(=O)CSc1nc(C)c2cc(OC)ccc2n1 | i | 0.8% | 6.7% | 0.1% | -1.1% | -4.7% | 0.6 | 0.0% | -3.2%
CCCCOc1ccc(/C(O)=C2/C(=O)C(=O)N(CCCOC)C2c2ccncc2)cc1C (centres undefined) | i | -9.8% | -9.1% | -0.7% | -2.0% | -2.6% | -1.5 | -6.2% | -3.2%
O=c1oc2ccccc2c(Cl)c1CN1CCCCC1 | i | -1.8% | 3.7% | 2.5% | 5.1% | 7.3% | -2.8 | -24.9% | 3.9%
COc1cc(C(=O)Nc2ccccc2OCc2cc(=O)n3cc(C)sc3n2)cc(OC)c1OC | nt | nt | 9.3% | -2.1% | -0.1% | nt | nt | 3.8% | nt
COCCCn1cnc2c(c1=O)c1nc3ccccc3nc1n2-c1ccccc1 | i | -5.3% | 6.3% | 2.9% | -0.7% | 5.4% | -1.1 | 0.8% | -6.2%
CCCCNc1nc(Oc2ccc(OCC)nn2)nc(N2CCOCC2)n1 | nt | nt | -12.9% | ? | -7.9% | nt | nt | 8.0% | nt
Cc1ccc(CNC(=O)C(=O)NCC2OCCN2S(=O)(=O)c2ccc(Cl)cc2)cc1 (centres undefined) | i | nt | ? | 4.7% | -2.0% | 6.4% | 0.2 | -18.9% | 12.6%
CCC1CCCCN1CCCNC(=O)CN1C(=O)CSc2ccc(S(=O)(=O)N3CCC(C)CC3)cc21 (centres undefined) | i | 1.0% | 1.9% | 0.5%&10.9% | 0.9%&0.5% | 3.8% | -2.1 | ? | -4.6%
CC1CCc2nc(/C(C#N)=C/c3cccnc3)sc2C1 (centres undefined) | i | -2.9% | ? | 8.3% | -0.6% | -1.6% | 1.2 | ? | -8.6%
O=C(CN1C(=O)COc2ccc(S(=O)(=O)N3CCCCC3)cc21)NCc1ccccc1Cl | i | 1.1% | 6.7%&2.6% | -1.1%&-0.6% | -4.1%&2.1% | 8.5% | -1.8 | ? | 1.1%
COC(=O)c1ccccc1NC(=O)c1noc2c1CCCC2 | i | -1.7% | nt | 9.8% | 1.4% | 18.5% | -5.2 | 1.1% | -0.9%
Cc1ccc(S(=O)(=O)N(CC(=O)N2CCc3ccccc3C2)c2ccc(Cl)c(Cl)c2)cc1 | i | 1.0% | ? | 0.9% | -1.5% | 6.5% | 0.8 | -14.1% | -27.1%
COC(=O)N1CCCCC1c1cc(C(=O)NCc2cccnc2)no1 (centres undefined) | i | nt | nt | -0.6%[9.22 µM] | nt | 3.5% | -2.6 | 21.1% | -0.7%
Cc1ccc(S(=O)(=O)Oc2ccccc2[N+](=O)[O-])cc1 | i | nt | 26.3% | 16.6% | 9.7% | 10.0% | -0.2 | 4.0% | 0.0%
C#CC[N+]1(CC#Cc2cccc(C)c2)CCCCC1 | i | 0.1% | ? | -0.1% | -10.1% | -2.1% | -0.7 | -0.3% | 10.1%
O=C(CNC1CC1)Nc1cc(C(F)(F)F)ccc1Cl | i | 1.5% | 0.9% | -0.2% | 6.7% | 5.1% | -1.3 | 17.9% | 0.1%
CCOC(=O)N1CCC(N(CCOC)C(=O)Nc2ccc(CC)cc2)CC1 | i | -0.9% | -7.0% | 0.0% | 2.2% | 3.1% | 3.2 | -13.0% | 3.7%
Cc1ccc(-n2c(C)nc3c(cnn3-c3ccc(F)cc3)c2=O)cc1 | i | -2.1% | 14.6µM* | -1.1% | -11.0% | 2.8% | 1.2 | -8.2% | -0.9%
O=C(COC(=O)Cc1ccc(S(=O)(=O)N2CCOCC2)s1)Nc1ccccc1Cl | i | -6.8% | -6.2% | -0.6% | 0.5% | 4.4% | -1.4 | ? | 6.5%
N#CCC(=O)Nc1ccc(C(=O)NNC(=S)NC2CC2)cc1 | i | 1.2% | 2.3% | 2.2% | 2.6% | 9.1% | -0.9 | 9.7% | 0.9%
Cc1cc2c(cc1S(=O)(=O)NCc1ccc(F)cc1)OCCN2C | nt | nt | 8.4% | -1.0% | 6.6% | nt | nt | -13.0% | nt

# Further compounds:
SMILES,pAkt inh,MmCpn inh,Nrf2 block,Nrf2 ARE act,A549 tox,EPAC2 ag,CCT modulator,TGFb inhibitor,EPAC2 antagonist
CN(C)/C=C(\C(=O)c1ccccc1)c1nnnn1-c1ccc(F)cc1,i,0.5%,4.6%,-0.3%,1.9%,14.4%,0.1,3.0%,-11.9%
O=C(Cn1c(=O)n(-c2ccc(F)c(Cl)c2)c(=O)c2sc3ccccc3c21)NC1CCCC1,nt,nt,2.7%,0.6%,-15.9%,nt,nt,17.9%,nt
COC1OC(COC(=O)CNC(=O)OC(C)(C)C)C(O)C(O)C1O (centres undefined),i,0.3%,-4.0%,-0.8%,0.2%,1.8%,-0.5,-8.1%,5.3%
CC(C)CNC(=O)c1ccc(Cl)c(Cl)c1,i,nt,-10.5%,-0.3%,2.0%,0.1%,0.1,3.0%,9.8%
CCOC(=O)c1[nH]c(C)c(C(=O)Nc2ccc3c(c2)OCCO3)c1C,i,1.2%,14.4%,0.3%,2.9%,7.1%,-1.1,1.0%,-2.5%
C[C@H](Nc1ncnc2sc3c(c12)CCC3)C(=O)O,nt,3.1%,7.6%,0.0%,-6.0%,0.0%[15.6 µM],-0.4,0.3%,12.9%
Cc1ccc(-n2cc3c(c2-c2ccccc2Br)c(=O)n(C)c(=O)n3C)cc1N,nt,nt,?,5.7%,-9.4%,nt,nt,?,nt
O=C(CSc1nc(O)c(C(c2ccccc2)c2ccccc2)c(=O)[nH]1)N1CCOCC1,i,-6.3%,2.4%,-0.6%,2.7%,14.3%,-1.8,0.4%,3.4%
O=C(NCC1CCCO1)C(c1ccccn1)N(Cc1ccccc1Cl)C(=O)CN1C(=O)c2ccccc2S1(=O)=O (centres undefined),i,0.2%,-2.2%,-0.3%,-4.5%,7.3%,1.2,0.7%,0.7%
NC(=O)c1ccccc1NC(=O)c1ccc(-c2ccc(Br)cc2)o1,nt,nt,?,6.4%,-1.3%,nt,nt,-0.1%,nt
COc1ccc(CN2C(=O)C(CC(=O)NCCCCc3ccccc3)CC(C(=O)N(C(C)C)C(C)C)=C2C)cc1 (centres undefined),i,nt,nt,2.0%,nt,8.1%,-0.8,?,-15.1%
COCCNC(=O)/C(C#N)=C/c1ccccc1Br,i,-6.8%,-1.1%,?,0.0%,7.5%,-0.4,2.7%,-4.6%

# A portion of the results above, for reference:
SMILES,pAkt inh,MmCpn inh,Nrf2 block,Nrf2 ARE act,A549 tox,EPAC2 ag,CCT modulator,TGFb inhibitor,EPAC2 antagonist
O=c1oc2ccccc2c(Cl)c1CN1CCCCC1,i,-1.8%,3.7%,2.5%,5.1%,7.3%,-2.8,-24.9%,3.9%
COc1cc(C(=O)Nc2ccccc2OCc2cc(=O)n3cc(C)sc3n2)cc(OC)c1OC,nt,nt,9.3%,-2.1%,-0.1%,nt,nt,3.8%,nt
COCCCn1cnc2c(c1=O)c1nc3ccccc3nc1n2-c1ccccc1,i,-5.3%,6.3%,2.9%,-0.7%,5.4%,-1.1,0.8%,-6.2%
